# D2 potentiator = positively modulates the human D2 dopamine receptor allosterically. P14416. HEK293 T-REx D2, calcium flux, EC20 dopamine potentiation. potentiation, % at 10 µM. 340,000 compounds, 0.34% hits. AID 485347;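 active means potentiation over 3 SD above the plate norm, cut at about 30% in these data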; further: 0% is about no effect
#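 Primary screen. Calcium kinetics in induced HEK293 T-REx D2 cells: compound pre-addition 180 s, EC20 dopamine, 180 s more.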
# TRHR enhancer = allosterically enhances the human TRH receptor; enhancement, % at 2 µM; 360,000 compounds, 0.66% hits; TRHR cells, fluo-8 calcium fluorescence, EC20 TRH enhancement; P34981; in the data active means enhancement above about 30%; further: 0% is about no effect
# Target sequence (P34981 whole entry, looked up): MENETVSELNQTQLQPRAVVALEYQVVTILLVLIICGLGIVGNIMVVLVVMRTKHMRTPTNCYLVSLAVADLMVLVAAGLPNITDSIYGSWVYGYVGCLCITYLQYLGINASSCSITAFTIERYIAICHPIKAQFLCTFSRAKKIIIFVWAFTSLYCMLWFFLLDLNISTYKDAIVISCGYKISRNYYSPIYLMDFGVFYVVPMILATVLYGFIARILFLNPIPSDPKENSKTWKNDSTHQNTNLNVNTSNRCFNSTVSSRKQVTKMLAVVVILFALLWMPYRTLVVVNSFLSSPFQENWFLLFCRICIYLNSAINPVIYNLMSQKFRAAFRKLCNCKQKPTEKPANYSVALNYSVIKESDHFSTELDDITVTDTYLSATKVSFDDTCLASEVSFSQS
#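 Enhancer read-out: after compound pinning and an initial kinetic agonist-mode read, an EC20 of TRH (10 nM final) was injected and fluo-8 calcium signal (Ex 480/Em 530) followed at 1 s/cycle for 100 cycles in TRHR-expressing cells.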
# D2 antag = antagonizes the human D2 dopamine receptor | HEK293 TREx D2 cells, calcium flux, dopamine EC80 | inhibition, % at 10 µM | 340,000 compounds, 2% hits | AID 485344; in the data active means inhibition above about 30%; further: 0% is about no effect
#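 Measurement of antagonist activity uses fluorescent calcium dye in inducible HEK293 T-REx D2 cells: 10 s baseline, compound addition with 180 s read, EC80 dopamine addition with a further 180 s read.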
# D1 PAM = enhances dopamine response at the human D1 receptor; 360,000 compounds, 0.036% hits; potentiation, % at 10 µM; P21728; HEK293 TREx D1 cells, calcium flux, dopamine EC20 potentiation; AID 504651; in the data active means potentiation above about 30%; further: 0% is about no effect
# Target sequence (P21728 whole entry, looked up): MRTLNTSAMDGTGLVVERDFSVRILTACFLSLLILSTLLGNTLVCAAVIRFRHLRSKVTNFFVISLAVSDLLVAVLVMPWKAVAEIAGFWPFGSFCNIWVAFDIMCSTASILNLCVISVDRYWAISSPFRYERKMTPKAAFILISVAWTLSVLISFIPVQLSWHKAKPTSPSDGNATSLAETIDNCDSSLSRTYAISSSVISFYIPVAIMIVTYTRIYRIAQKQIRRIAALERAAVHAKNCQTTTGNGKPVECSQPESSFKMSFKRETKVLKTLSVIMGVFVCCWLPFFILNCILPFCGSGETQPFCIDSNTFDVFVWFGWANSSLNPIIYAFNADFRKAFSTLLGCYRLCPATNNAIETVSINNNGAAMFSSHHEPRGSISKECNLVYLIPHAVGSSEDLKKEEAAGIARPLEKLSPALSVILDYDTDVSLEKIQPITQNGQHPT
# D1 antagonist = antagonists of human D1 dopamine receptor. HEK293 TREx D1 cells, calcium flux, dopamine EC80; hits give low values. activity change, negative = inhibition, % at 10 µM. 360,000 compounds, 3.2% hits; in the data active means activity change below about -30%; further: on the % scale 0 is the no-effect control and ±100 the full control effect
#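 HEK293 T-REx cells expressing inducible, force-coupled D1 receptor; no-wash Ca dye, 30–90 min RT. Cmpd → 180 s read at 1 Hz → EC80 DA → 180 s read.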
# RXFP1 antag = blocks the human relaxin receptor RXFP1 | Q9HBX9 | HEK293-RXFP1, relaxin-stimulated cAMP HTRF, 30 min; hits give low values | activity change, negative = inhibition, % at 57.5 µM | AID 1259400 | 350,000 compounds, 0.59% hits;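 active means activity change of -60% or lower, but not beyond a set lower limit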; further: on the % scale 0 is the no-effect control and ±100 the full control effect
# D2 ag = activates the human D2 dopamine receptor; P14416; activation, % at 2 µM; HEK293 T-REx D2 cells, calcium flux agonist mode; 340,000 compounds, 0.53% hits;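 active means activation over 3 SD above normal in the single-dose calcium agonist read, cut at about 30% in these data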; further: 0% is about no effect
#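 HEK293 Trex D2 cells, tetracycline-induced, o/n 30 C 5% CO2; no-wash Ca dye, RT 30–90 min; 10-cycle baseline, 23 nl cpd added, kinetic Ca read 180 s; agonist hits = positive Ca response.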
# D1 ag = human D1 receptor agonism; 360,000 compounds, 1% hits; AID 504660; HEK293 T-REx D1 cells, calcium flux, agonist mode; activation, % at 2 µM; further: 0% is about no effect
#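 Inducible HEK293 T-REx D1 cells, force-coupled to calcium signalling, were plated at 4000 cells/well with tetracycline and held overnight at 30 C. After no-wash calcium dye loading, compound-evoked calcium rise over 180 s flagged agonists.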
# TRHR agonist = activates the human TRH receptor | activation, % at 2 µM | 360,000 compounds, 0.18% hits | AID 493084 | TRHR cells, calcium flux fluo-8, FDSS agonist mode; further: 0% is about no effect
#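 Fluo-8-loaded TRHR cells; 10 s baseline, compound added, kinetic Ca2+ fluorescence read 1/s, agonist mode.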
# The depositor's hits bear a star; . = not tested or not shown; & = joins results of further samples. Unless noted, no stated cut-off is given here; in the data, active means activation above about 30%; inactive means the rest.
SMILES,D2 potentiator,TRHR enhancer,D2 antag,D1 PAM,D1 antagonist,RXFP1 antag,D2 ag,D1 ag,TRHR agonist
C=CCSc1nnc(NC(=O)c2ccc(Cl)nc2)s1,-1,-7,0,2,12,-4,0.2,-2,-0.3
Cc1ccc(-c2ccc(/C=N/N3C(=O)C4C5C=CC(CC5)C4C3=O)o2)c([N+](=O)[O-])c1 (stereo not drawn),-13,11,-10,-4,-4,-15,0.1,0,-0.5
COc1ccc(N2CCN(C3CCCN(S(=O)(=O)c4ccccc4)C3)CC2)cc1 (stereo not drawn),12,-2,-2,-2,-6,-10,0.5,6,1.0
CCCCN(C)CCNC(=O)c1nn(-c2ccc(OC)c(Cl)c2)c(=O)c2c1c1ccccc1n2C,-20,-7,.,3,-3,-2,-0.6,0,-0.1
CSCCC(NS(=O)(=O)c1ccc2c(c1)oc(=O)n2C)C(=O)NCc1cccs1 (stereo not drawn),-8,-4,4,0,-13,-1,-0.5,1,0.2
COc1cccc(CN2CC(C(=O)N3CCOCC3)CCC2=O)c1 (stereo not drawn),29,3,-1,-8,-7,7,0.0,1,0.9
Cc1cccc(NC(=O)CN(C)S(=O)(=O)c2ccccc2)n1,9,-2,-13,-2,-6,1,0.7,2,0.2
CC(=O)N1N=C(c2cccc([N+](=O)[O-])c2)OC1c1ccc(Cl)cc1Cl (stereo not drawn),-3,-7,8,9,-22,0,-0.4,1,0.0
COc1ccccc1C(=O)Nc1nnc(S(=O)(=O)N2CCN(c3ccc(F)cc3)CC2)s1,2,14&-2,.,0&5,-10&2,-29&-24,-0.6,4&1,-0.1&0.3
CC(C)(C)c1ccc(S(=O)(=O)N2CCN(Cc3cc4c(cc3O)OCO4)CC2)cc1,6,7,8,13,-6,1,0.3,3,0.8
CCOC(=O)c1c(C)[nH]c(C(=O)COC(=O)C2CC(=O)N(Cc3ccccc3)C2)c1C (stereo not drawn),3,11,-10,-7,-2,-6,0.8,7,-0.1
Cc1c(C)c2ccc(OCC(=O)N3CCN(c4ccc(F)cc4)CC3)c(C)c2oc1=O,1,-7,11,0,8,-2,-0.1,-1,-0.6
O=C(NCCc1nc2ccccc2[nH]1)c1cc([N+](=O)[O-])cc([N+](=O)[O-])c1,7,-8,-10,-7,-18,-2,-0.5,1,0.2
CC1(C)CC(=O)c2c(nc3ccccc3c2N)C1,7,1,-15,-5,-14,5,1.2,0,-0.7
O=C(NCc1ccc(F)cc1)c1ccc(N2CCOCC2)c([N+](=O)[O-])c1,0,3,2,-5,1,0,0.3,-1,-0.2
Cc1ccc(CC2C(=O)N(c3nc(C)cc(C)n3)C(=O)C2C)cc1 (stereo not drawn),2,3,-3,-3,2,-7,-0.2,2,-0.5
COc1ccc(CNC(=O)CN(C(=O)CCC(=O)Nc2ccccn2)c2cccc(C)c2)cc1,1,44*,-2,6,25,4,1.1,0,-0.4
CC(=O)Nc1ccc(NC(=O)CSc2nnc(-c3cc4ccccc4o3)n2C)cc1,1,8,-4,-6,-4,-13,0.0,1,0.2
CN(C)S(=O)(=O)c1ccc(C(=O)OCc2ccc(C#N)cc2)cc1,-4,-4,6,-5,-3,-3,0.7,10,-0.7
O=C(O)c1ccc(-c2sc(Nc3ccccc3)n[n+]2-c2ccccc2)cc1,0,-3,-1,0,-10,.,2.7,0,-0.2

# Some of these compounds in order of their number in TRHR enhancer, descending:
SMILES,TRHR enhancer
COc1ccc(CNC(=O)CN(C(=O)CCC(=O)Nc2ccccn2)c2cccc(C)c2)cc1,44*
CC(C)(C)c1ccc(S(=O)(=O)N2CCN(Cc3cc4c(cc3O)OCO4)CC2)cc1,7
Cc1c(C)c2ccc(OCC(=O)N3CCN(c4ccc(F)cc4)CC3)c(C)c2oc1=O,-7

# Returning to the listing, repeating the 2 entries before the break.
SMILES,D2 potentiator,TRHR enhancer,D2 antag,D1 PAM,D1 antagonist,RXFP1 antag,D2 ag,D1 ag,TRHR agonist
CN(C)S(=O)(=O)c1ccc(C(=O)OCc2ccc(C#N)cc2)cc1,-4,-4,6,-5,-3,-3,0.7,10,-0.7
O=C(O)c1ccc(-c2sc(Nc3ccccc3)n[n+]2-c2ccccc2)cc1,0,-3,-1,0,-10,.,2.7,0,-0.2
O=C(CN1C(=O)COc2ccc(S(=O)(=O)N3CCOCC3)cc21)Nc1cccc(Cl)c1,-3,-4,1,0,-4,-21,-0.2,2,-0.9
Cn1c(=O)c2c(-c3ccccc3)n(Cc3ccccn3)cc2n(C)c1=O,17,-1,-5,1,0,.,0.7,1,0.4
Cc1ccc(S(=O)(=O)N2CCCCC2)cc1NS(=O)(=O)c1ccc(Cl)c(C(=O)O)c1,3,-10,16,-6,3,-8,0.6,9,0.0
COc1ccccc1CNC(=O)CN1C(=O)c2ccccc2S1(=O)=O,.,1,-3,0,-23,-2,1.9,0,0.6
CC(C(=O)N1CCOCC1)N1C(=O)C2C3C=CC(C4CC34)C2C1=O (stereo not drawn),-1,5,4,-1,-7,-9,0.1,1,0.2
CC1CCN(CCC(=O)Nc2ccccc2)CC1,-10,9,3,-3,-12,-17,1.1,2,0.8
O=[N+]([O-])c1ccc(-c2ccc(/C=N/c3c(-c4ccco4)nc4ccccn34)o2)cc1,2,-6,1,-2,1,5,1.9,0,0.0
O=C(CCNC(=O)c1ccc(Cl)cc1)NCCCN1CCOCC1,-10,6,-18,4,4,4,-0.2,3,1.2
COc1cc(CNS(=O)(=O)c2ccc3c(c2)CC(C)N3C(=O)C2CCC2)cc(OC)c1OC (stereo not drawn),-18,-5,-10,-7,-18,4,-1.1,10,-0.6
CCc1ccc(S(=O)(=O)NCc2cccs2)cc1,.,0,.,-10,-21,10,.,6,-0.6
COCCNC(=O)CSc1ccc(C)cc1,-1,-5,10,-7,7,-16,-0.3,7,0.3
O=C(c1ccccc1)N1CCN(c2ccccc2F)CC1,-18,2,0,-6,4,-6,3.3,2,-0.4
Cc1cc(C(=O)Nc2ccc(N3CCCCC3)cc2)no1,10,2,-14,-1,3,-9,-0.7,1,-0.3
CCOc1ccc(NC(=O)Nc2c[nH]c(=O)[nH]c2=O)cc1,-4,17,.,2,-2,.,0.8,2,0.7
COc1ccccc1CCC(=O)NC1CCCN(c2ccc(C(F)(F)F)cn2)C1 (stereo not drawn),-8,-13,-13,3,-3,-99*,-0.3,4,-0.7
C#CCNc1ccc([N+](=O)[O-])cc1,-3,-3,0,6,-4,1,-1.6,1,0.4
CN(C)CCCNc1cn[nH]c(=O)c1Cl,-9,10,5,-3,3,-7,-1.0,4,1.3
CN(C)/C=N/c1nc(-c2ccc3ccccc3c2)cs1,-6,-7,6,-7,-13,-13,0.1,0,-0.2
CC1C=CCC2C(=O)N(c3ccc(OC(=O)c4cccs4)cc3)C(=O)C12 (stereo not drawn),-1,1,-8,-7,-10,-8,0.5,5,0.5
Cc1nc2cc(Cl)c([N+](=O)[O-])cc2s1,8,-2,11,0,-5,-39,0.9,5,-0.8

# Marked active in RXFP1 antag, among the entries above:
smiles	D2 potentiator	TRHR enhancer	D2 antag	D1 PAM	D1 antagonist	RXFP1 antag	D1 ag	TRHR agonist
COc1ccccc1CCC(=O)NC1CCCN(c2ccc(C(F)(F)F)cn2)C1 (stereo not drawn)	-8	-13	-13	3	-3	-99*	4	-0.7

# 3 entries drawn at random from the list so far:
SMILES,D2 potentiator,TRHR enhancer,D2 antag,D1 PAM,D1 antagonist,RXFP1 antag,D2 ag,D1 ag,TRHR agonist
CN(C)/C=N/c1nc(-c2ccc3ccccc3c2)cs1,-6,-7,6,-7,-13,-13,0.1,0,-0.2
CN(C)CCCNc1cn[nH]c(=O)c1Cl,-9,10,5,-3,3,-7,-1.0,4,1.3
CCOc1ccc(NC(=O)Nc2c[nH]c(=O)[nH]c2=O)cc1,-4,17,.,2,-2,.,0.8,2,0.7

# The listing continues.
SMILES,D2 potentiator,TRHR enhancer,D2 antag,D1 PAM,D1 antagonist,RXFP1 antag,D2 ag,D1 ag,TRHR agonist
COC(=O)c1sc(NC(=S)NC(=O)c2cccc(Br)c2)nc1C,11,4,-4,-1,17,-1,-0.4,-3,0.6
CC(=O)C1=C(O)C(=O)N(Cc2ccccc2)C1c1ccc(Cl)cc1 (stereo not drawn),3,-10,0,1,-12,2,-0.1,1,-0.6
COC(=O)c1ccccc1NC(=O)CN(C1CCCCC1)S(C)(=O)=O,-2,1,5,3,-8,-17,0.0,2,-0.3
CC(C)NC(=O)CN1C(=O)CCn2nc(-c3cn(C)c4ccccc34)cc21,-5,2,.,-2,2,-15,.,5,0.1
CCOC(=O)C1CCN(Cc2ccc(OC)cc2OC)CC1,12,7,23,-2,-1,10,-1.5,-1,-1.4
COc1ccc(C2CC(=O)C(C3NCCc4ccccc43)=C(O)C2n2cncn2)cc1 (stereo not drawn),22,3,-2,0,21,-8,-1.2,1,-1.5
CCOC(=O)C1CCN(Cc2cccc(Oc3ccc(Cl)cc3)c2)CC1,-27,-5,72*,5,4,-13,62*,4,0.0
CC(OC(=O)c1ccc2noc(-c3ccccc3)c2c1)C(N)=O (stereo not drawn),27,1,-17,1,9,-10,0.0,4,-0.1
CCOC(=O)c1c(-c2ccc(OC)cc2)csc1NC(=O)C1CCCO1 (stereo not drawn),-17,-9,12,-6,-9,-6,0.2,6,-1.5
O=S1(=O)N=C2CCCCCN2C(c2ccc(F)cc2)N1 (stereo not drawn),-3,2,23,6,0,-3,0.6,-1,0.2
CC(C)OC(=O)C(C)Oc1ccc(C(=O)NCCc2ccccc2)cc1 (stereo not drawn),6,-4,-8,-4,-19,10,-0.1,1,-0.9
COc1ccccc1-n1cnc2cc(NC(C)=O)ccc21,-3,-9,9,1,9,9,0.1,1,0.0
CN(C)CCCN(C(=O)c1ccc(S(=O)(=O)N2CCc3ccccc32)cc1)c1nc2ccc(Cl)cc2s1,-16,-2,-6,-2,5,-10,-0.1,11,1.9
CC1CCCC(C)N1C(=O)CN1C(=O)C(C)(C)Oc2ccc(C(=O)NC3CCCCC3)cc21 (stereo not drawn),10,-4,-21,-4,6,18,0.2,1,-0.1
COCCN(C(=O)c1ccco1)c1nnc(-c2ccc(OC)c(OC)c2)s1,7,3,4,-2,12,-20,0.8,-1,-0.4
C/C(=N\NC(=O)CSc1nnc(C)s1)c1ccc(O)cc1,-1,-6,-10,-5,-2,6,1.2,5,2.8
Cc1ccc(C(=O)c2oc3ccccc3c2N)cc1,21,-2,7,-2,-11,-1,-0.9,0,0.0
Cc1ccccc1NC1=C(C(=O)c2ccccc2)N(C)S(=O)(=O)c2ccccc21,-9,3,3,1,16,-5,1.1,6,0.5
c1ccc(CSCc2nc3ccccc3[nH]2)cc1,2,2,3,-3,-8,-4,-0.5,9,-0.2
CCCc1cc(=O)oc2c(CNc3ccc(OCC)cc3)c(O)ccc12,0,1,-10,-3,-20,-3,1.5,2,1.2
CSc1nc(C)nc(N/C=C(\C#N)S(=O)(=O)c2ccccc2Cl)n1,.,-2,.,1,-12,-2,.,4,-0.7
CCN(CC)Cc1ccccn1,-9,-9,-14,-7,-11,-14,0.8,3,0.4
CC(C)Sc1nc2sc3c(c2c(=O)n1-c1ccccc1)CCCC3,-2,4,.,6,9,-15,0.4,-1,0.5
Cc1ccc(S(=O)(=O)n2cnc3cc([N+](=O)[O-])ccc32)cc1C,10,17,-3,-7,-12,8,-0.7,5,-0.8
COc1ccc(CNC(=O)CN(C(=O)c2csnn2)c2cccc3ccccc23)cc1,-6,-6,5,-5,-19,-7,-0.9,-1,-0.1
